AID2073 – disruptors of CaV2.2 binding to Mint1 – biochemical, HTRF (AID 2073); hit rate 0.19% among 290,000; HTRF protein-protein interaction, Mint1-CaV2.2; higher % means a stronger effect; inhibition, % at 20 µM; hits with a dose series show IC50 in µM; in the data active = inhibition mostly above about 51%, no sharp cut-off; inconclusive = no clear call, values can overlap the other calls; inactive = mostly below about 53%; also: some results filed as inactive read as strong as hits
Dynein cargo inh – dynein cargo transport inhibition; 3617.4 mouse cells, GR-EGFP nuclear translocation imaging; test concentration mostly 20 µM; stimulated with dexamethasone, 1 µM; active compounds read low; z-score, hits read low; hit rate 0.47% among 220,000; AID 1381;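 active = plate z-score of nuclear minus cytoplasmic receptor signal below a set negative limit, without overly bright fluorescence or cell loss, cut at about -3.5 in these data, passing the limit was not always enough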;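 also: z-score of nuclear minus cytoplasmic ring GR-EGFP intensity difference per well; some compounds called inactive have numbers as strong as hits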
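Also added – dexamethasone, 1.0 µM final · Buffer or medium – tet-free, stripped-serum medium · Schedule – induction 48 h, compound 1 h, agonist 30 min · Detection – formaldehyde fixation, Hoechst nuclear stain, 10x automated fluorescence imaging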
Insulin prom up – MIN6 insulin promoter up-regulation | z-score at 5 µM | hit rate 0.3% among 190,000 | MIN6 insulin promoter-GFP reporter, high-content imaging; active compounds read high;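 active = z-score above 3 at 5 µM with at least 500 cells counted in the well; inconclusive = wells under 500 cells, flagged as cytotoxic or low count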
WT yeast gro inh – growth inhibition of WT yeast, mitochondrial fusion screen. mitochondrial fusion phenotypic screen, WT strain. hit rate 2.1% among 190,000. inhibition, % at 10 µM; in the data active = inhibition above about 58%; tested in S. cerevisiae
HIV fusion peptide – inhibitors of HIV fusion peptide binding, primary screen, biochemical, uHTS, fluorescence dequenching (AID 1986); cell-free peptide binding, fluorescence dequenching, 30 min; higher % means a stronger effect; inhibition, % at 20 µM, or IC50 in µM where a hit was titrated; hit rate 0.3% among 290,000; in the data active = inhibition mostly above about 52%, no sharp cut-off; inactive = mostly below about 76%; also: some results filed as inactive read as strong as hits
MT stabilizer – microtubule stabilization, imaging screen | HeLa tubulin immunostaining HCS, 24 h; share of cells brighter than vehicle mean+2SD | hit rate 0.83% among 200,000 | % tubulin-high responders, % at 10 µM;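 active = plate Z-score above 3 for both tubulin-high and condensed-nucleus cell shares, with cell loss under 80%, at 10 µM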;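 also: anti alpha tubulin signal scored within the nucleus-defined area of each cell; some results filed as inactive read as strong as hits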
Yfh1-depleted yeast – enhancers of respiration in Yfh1-depleted yeast, dose response, Friedreich's ataxia, plus single-dose screen (AID 1465); S. cerevisiae Yfh1-off respiration, WST-1 reduction, 72 h; higher fold induction means a stronger effect; fold induction at 50 µM; hits with a dose series show EC50 in µM; hit rate 0.074% among 220,000;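 active = fold induction of absorbance versus untreated yeast above a set limit, then at least 30% activation at any dose in follow-up; inconclusive = repeats straddling the limit, or above it without dose testing; inactive = fold induction below the set limit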;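 also: activators that raise dye reduction in frataxin-depleted yeast; strong numbers were not always called active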
b-catenin transl – modulators of beta-catenin nuclear translocation | HeLa beta-catenin nuclear translocation, immunofluorescence imaging | nuclear translocation activity, % at 5 µM | hit rate 0.3% among 190,000 | AID 1665;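 active = nuclear translocation activity above 50% at 5 µM, with a well cell count of 50 or more; inconclusive = wells under 50 cells across six images, flagged as toxic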;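 also: per-cell ratio of nuclear to cytoplasmic median beta-catenin stain intensity; plate controls were DMSO negative control for no effect and GSK-3 inhibitor IX positive control for full effect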
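Test system: human HeLa cells, endogenous beta-catenin. Times: 24 h compound exposure, 37°C. Measured by: beta-catenin immunofluorescence imaging with DAPI.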
Autophagy HCS – autophagy modulation, high-content screen; MEF GFP-LC3 puncta imaging; test concentration mostly 10 µM; calls only at 10 µM (by protocol); hit rate 0.98% among 190,000; AID 463193;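 active = percentage of spot-positive cells more than 3 SD above its plate mean, without a fluorescence outlier flag or 80% toxicity; inconclusive = no clear call, values can overlap the other calls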;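 also: spot-positive cell cutoff set from DMSO-treated cells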
WT yeast gro inh mutant strain – recorded beside WT yeast gro inh, whose call it bears; inhibition, %; mitochondrial fusion phenotypic screen, mutant strain inhibition
Dynein cargo inh cytoplasmic EGFP – further read-out of Dynein cargo inh, marked with its call; z-score; measured here: cytoplasmic GR-EGFP intensity; active compounds read high
Dynein cargo inh nuclear GR-EGFP – recorded beside Dynein cargo inh, whose call it bears; z-score; measured here: nuclear GR-EGFP intensity;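 lower value marks the stronger effect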
Dynein cargo inh cell count – recorded beside Dynein cargo inh, whose call it bears; z-score; measured here: cell count per field
Insulin prom up cell count – recorded beside Insulin prom up, whose call it bears; cell count; measured here: cytotoxicity, nuclei count;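 total cells summed across four imaged fields per well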
b-catenin transl cell count 5 µM – also measured in b-catenin transl; calls as there; cell count; measured here: cell count, cytotoxicity flag
MT stabilizer Hoechst-high % – recorded beside MT stabilizer, whose call it bears; % Hoechst-high responders; measured here: nuclear condensation Hoechst responders;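 share of cells brighter than vehicle mean plus two SD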
MT stabilizer cytotoxicity % – recorded beside MT stabilizer, whose call it bears; toxicity, %; measured here: cytotoxicity by cell density;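 0% = mean cell density of plate MIN control wells and 100% = no cells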
Autophagy HCS cell loss 18 h – recorded beside Autophagy HCS, whose call it bears; toxicity, %; measured here: cell loss, nuclei count;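 cell loss after 18 h compound exposure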
* hit, by the source's call.

What do the screens show for `CC(C)=C1C2CC2C2C(C(=O)O)C12` (stereo not drawn)?
AID2073: -1%; Dynein cargo inh: 0.093; Insulin prom up: 0.21; WT yeast gro inh: -8; HIV fusion peptide: -1.6%; MT stabilizer: 1.6; Yfh1-depleted yeast: inactive; b-catenin transl: -0.7; WT yeast gro inh mutant strain: -4; Dynein cargo inh cytoplasmic EGFP: -0.2; Dynein cargo inh nuclear GR-EGFP: 0.37; Dynein cargo inh cell count: -0.03; Insulin prom up cell count: 1448; b-catenin transl cell count 5 µM: 1386; MT stabilizer Hoechst-high %: 2.3; MT stabilizer cytotoxicity %: 13

How did CCOc1ccc(-c2nn[nH]n2)cc1 do in these assays?
AID2073: 4%; Dynein cargo inh: 0.4; Insulin prom up: 0.24; WT yeast gro inh: 14; HIV fusion peptide: 0.2%; MT stabilizer: 1.1; Yfh1-depleted yeast: inactive; b-catenin transl: -0.5; Autophagy HCS: inactive; WT yeast gro inh mutant strain: 18; Dynein cargo inh cytoplasmic EGFP: 0.056; Dynein cargo inh nuclear GR-EGFP: -0.027; Dynein cargo inh cell count: 0.038; Insulin prom up cell count: 832; b-catenin transl cell count 5 µM: 1109; MT stabilizer Hoechst-high %: 1.4; MT stabilizer cytotoxicity %: 8.0; Autophagy HCS cell loss 18 h: 0

Results for CCc1nnc(NC(=O)CN2CCN(C3CCCCC3)CC2)s1 ?
AID2073: -9%; Dynein cargo inh: -0.16; Insulin prom up: 0.13; WT yeast gro inh: 3; HIV fusion peptide: -2.1%; MT stabilizer: 2.4; Yfh1-depleted yeast: inactive; Autophagy HCS: inactive; WT yeast gro inh mutant strain: 3; Dynein cargo inh cytoplasmic EGFP: -0.25; Dynein cargo inh nuclear GR-EGFP: -0.15; Dynein cargo inh cell count: 0.67; Insulin prom up cell count: 819; MT stabilizer Hoechst-high %: 1.8; MT stabilizer cytotoxicity %: 10.0; Autophagy HCS cell loss 18 h: -4

How did Cn1c(=Nc2ccc(N3CCOCC3)cc2)ccc2ccccc21 do in these assays?
AID2073: inconclusive; Dynein cargo inh: 0.55; Insulin prom up: 0.07; WT yeast gro inh: 7; HIV fusion peptide: -1.0%; MT stabilizer: 2.6; Yfh1-depleted yeast: inactive; b-catenin transl: -3.4; Autophagy HCS: inactive; WT yeast gro inh mutant strain: 10; Dynein cargo inh cytoplasmic EGFP: -0.18; Dynein cargo inh nuclear GR-EGFP: 0.44; Dynein cargo inh cell count: -0.28; Insulin prom up cell count: 1360; b-catenin transl cell count 5 µM: 1489; MT stabilizer Hoechst-high %: 1.5; MT stabilizer cytotoxicity %: 6.0; Autophagy HCS cell loss 18 h: -9

What do the screens show for `CN(Cc1ccccc1)C(=O)c1ccco1`?
AID2073: 4%; Dynein cargo inh: -0.2; Insulin prom up: 0.6; WT yeast gro inh: -13; HIV fusion peptide: 0.4%; MT stabilizer: 1.5; Yfh1-depleted yeast: inactive; b-catenin transl: -0.6; Autophagy HCS: inactive; WT yeast gro inh mutant strain: -2; Dynein cargo inh cytoplasmic EGFP: -0.28; Dynein cargo inh nuclear GR-EGFP: -0.19; Dynein cargo inh cell count: 0.67; Insulin prom up cell count: 1515; b-catenin transl cell count 5 µM: 1580; MT stabilizer Hoechst-high %: 1.8; MT stabilizer cytotoxicity %: 7.8; Autophagy HCS cell loss 18 h: 2

Results for C=CCOc1c(Br)cc(CNc2ccc(NC(=O)C(C)C)c(OC)c2)cc1OC ?
AID2073: -13%; Dynein cargo inh: -0.16; Insulin prom up: -1.6; WT yeast gro inh: -17; HIV fusion peptide: 7.3%; MT stabilizer: 5.0; Yfh1-depleted yeast: inactive; b-catenin transl: 7.2; Autophagy HCS: inactive; WT yeast gro inh mutant strain: -22; Dynein cargo inh cytoplasmic EGFP: -0.15; Dynein cargo inh nuclear GR-EGFP: -0.31; Dynein cargo inh cell count: 0.08; Insulin prom up cell count: 1448; b-catenin transl cell count 5 µM: 1193; MT stabilizer Hoechst-high %: 2.7; MT stabilizer cytotoxicity %: 2.2; Autophagy HCS cell loss 18 h: 3

How did CC1CCN(c2ncnc3c2cnn3Cc2ccc(Cl)cc2)CC1 do in these assays?
AID2073: 5%; Dynein cargo inh: 1.9; Insulin prom up: -0.42; WT yeast gro inh: 63*; HIV fusion peptide: 3.4%; MT stabilizer: 4.4; Yfh1-depleted yeast: inactive; b-catenin transl: -4.4; Autophagy HCS: inactive; WT yeast gro inh mutant strain: 30*; Dynein cargo inh cytoplasmic EGFP: -0.26; Dynein cargo inh nuclear GR-EGFP: 0.42; Dynein cargo inh cell count: -0.85; Insulin prom up cell count: 1409; b-catenin transl cell count 5 µM: 983; MT stabilizer Hoechst-high %: 1.8; MT stabilizer cytotoxicity %: 1.1; Autophagy HCS cell loss 18 h: 29

Results for Cc1ccc(NC(=O)c2cc(-c3cccs3)nc3ccccc23)nc1 ?
AID2073: 23%; Dynein cargo inh: 1.1; Insulin prom up: -0.22; HIV fusion peptide: 4.2%; Yfh1-depleted yeast: inactive; b-catenin transl: 0.0; Dynein cargo inh cytoplasmic EGFP: -0.2; Dynein cargo inh nuclear GR-EGFP: 0.37; Dynein cargo inh cell count: -0.55; Insulin prom up cell count: 1407; b-catenin transl cell count 5 µM: 1050

How did CN(C)C(CNC(=O)Cc1cccc(C(F)(F)F)c1)c1ccco1 (stereo not drawn) do in these assays?
AID2073: inconclusive; Dynein cargo inh: -0.54; Insulin prom up: -0.55; WT yeast gro inh: -1; HIV fusion peptide: 11%; MT stabilizer: 2.3; Yfh1-depleted yeast: inactive; b-catenin transl: -0.4; Autophagy HCS: inactive; WT yeast gro inh mutant strain: -2; Dynein cargo inh cytoplasmic EGFP: -0.14; Dynein cargo inh nuclear GR-EGFP: -0.19; Dynein cargo inh cell count: 1.3; Insulin prom up cell count: 1257; b-catenin transl cell count 5 µM: 1122; MT stabilizer Hoechst-high %: 1.8; MT stabilizer cytotoxicity %: 3.8; Autophagy HCS cell loss 18 h: -7

How did Cc1noc(N)c1C(=O)Nc1ccc(F)c(Cl)c1 do in these assays?
AID2073: -19%; Dynein cargo inh: -0.096; Insulin prom up: 1.4; WT yeast gro inh: -23; HIV fusion peptide: -0.9%; MT stabilizer: 5.8; Yfh1-depleted yeast: inactive; b-catenin transl: -1.1; Autophagy HCS: inactive; WT yeast gro inh mutant strain: 6; Dynein cargo inh cytoplasmic EGFP: 0.028; Dynein cargo inh nuclear GR-EGFP: 0.33; Dynein cargo inh cell count: 0.087; Insulin prom up cell count: 1476; b-catenin transl cell count 5 µM: 876; MT stabilizer Hoechst-high %: 2.8; MT stabilizer cytotoxicity %: 6.4; Autophagy HCS cell loss 18 h: 12

What do the screens show for `O=C(NCc1ccco1)C1CC(c2ccc(Cl)cc2)=NO1` (stereo not drawn)?
AID2073: -8%; Dynein cargo inh: 1.8; Insulin prom up: -0.03; WT yeast gro inh: 14; HIV fusion peptide: 0.0%; MT stabilizer: 1.1; Yfh1-depleted yeast: inactive; b-catenin transl: 2.0; Autophagy HCS: inactive; WT yeast gro inh mutant strain: 6; Dynein cargo inh cytoplasmic EGFP: 0.18; Dynein cargo inh nuclear GR-EGFP: 1.4; Dynein cargo inh cell count: -1.6; Insulin prom up cell count: 1510; b-catenin transl cell count 5 µM: 884; MT stabilizer Hoechst-high %: 2.1; MT stabilizer cytotoxicity %: 1.2; Autophagy HCS cell loss 18 h: 0

Results for Cc1ccsc1C(=O)OCC(=O)N1CCOCC1 ?
AID2073: -11%; Dynein cargo inh: 0.8; WT yeast gro inh: 14; HIV fusion peptide: -2.9%; MT stabilizer: 4.1; Yfh1-depleted yeast: inactive; b-catenin transl: -4.7; Autophagy HCS: inactive; WT yeast gro inh mutant strain: 23; Dynein cargo inh cytoplasmic EGFP: 0.82; Dynein cargo inh nuclear GR-EGFP: 1.4; Dynein cargo inh cell count: -0.66; b-catenin transl cell count 5 µM: 1039; MT stabilizer Hoechst-high %: 1.9; MT stabilizer cytotoxicity %: 4.6; Autophagy HCS cell loss 18 h: 15

Results for N#CCOC(=O)C1CSC2(c3ccc(Br)cc3)CCC(=O)N12 (stereo not drawn) ?
AID2073: 13%; Dynein cargo inh: -0.74; Insulin prom up: 1; WT yeast gro inh: -22; HIV fusion peptide: 2.9%; MT stabilizer: 2.4; Yfh1-depleted yeast: inactive; b-catenin transl: -1.2; Autophagy HCS: inactive; WT yeast gro inh mutant strain: -2; Dynein cargo inh cytoplasmic EGFP: -0.12; Dynein cargo inh nuclear GR-EGFP: -0.5; Dynein cargo inh cell count: 0.046; Insulin prom up cell count: 1374; b-catenin transl cell count 5 µM: 1094; MT stabilizer Hoechst-high %: 1.7; MT stabilizer cytotoxicity %: 8.0; Autophagy HCS cell loss 18 h: -4

Results for Cc1ccc2nc(S(=O)(=O)O)[nH]c2c1 ?
AID2073: -5%; Dynein cargo inh: 2.7; WT yeast gro inh: -2; HIV fusion peptide: 1.3%; MT stabilizer: 4.8; Yfh1-depleted yeast: inactive; b-catenin transl: 1.0; Autophagy HCS: inactive; WT yeast gro inh mutant strain: -5; Dynein cargo inh cytoplasmic EGFP: -0.074; Dynein cargo inh nuclear GR-EGFP: 2.1; Dynein cargo inh cell count: -0.85; b-catenin transl cell count 5 µM: 1115; MT stabilizer Hoechst-high %: 3.0; MT stabilizer cytotoxicity %: 13; Autophagy HCS cell loss 18 h: 4

Results for CCn1c2ccccc2c2cc(NC(=O)CSc3nccc(=O)[nH]3)ccc21 ?
AID2073: 23%; Dynein cargo inh: 0.51; WT yeast gro inh: -10; HIV fusion peptide: 6.5%; MT stabilizer: 2.8; Yfh1-depleted yeast: inactive; b-catenin transl: -3.6; Autophagy HCS: inactive; WT yeast gro inh mutant strain: 26; Dynein cargo inh cytoplasmic EGFP: -0.25; Dynein cargo inh nuclear GR-EGFP: 0.43; Dynein cargo inh cell count: -0.29; b-catenin transl cell count 5 µM: 1058; MT stabilizer Hoechst-high %: 2.0; MT stabilizer cytotoxicity %: 4.7; Autophagy HCS cell loss 18 h: 23
